phage Ecoli inh = E. coli growth loss with phage present; inhibition, % at 11.9 µM; 0.26% of 360,000 active; growth absorbance; AID 651602; in the data active = inhibition above about 11%
DAGLB inh = blocks human DAGLB lipase activity; Q8NCG7; HEK293T DAGLB membrane lysate, EnzChek fluorogenic substrate; inhibition, % at 5.17 µM; 0.059% of 340,000 active; AID 504411; in the data active = inhibition above about 34%;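 also: 0% = enzyme with vehicle and 100% = wells lacking enzyme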
CDK5 p35 inh = inhibitors of human CDK5/p35 kinase | Q00535+Q15078 | Recombinant CDK5/p35, ADP-Glo luminescence, 60 min | inhibition, % at 10 µM | 0.01% of 330,000 active;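 active = highest replicate inhibition of at least 50% and at least 75% of replicates reaching 50%; inconclusive = only one of the two criteria met; inactive = both criteria failed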;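 also: plate controls were DMSO neutral control for no effect and GW8510 at 10 µM for full effect; many of its hits are not listed in these tables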
AddAB inh = less growth of phage-infected E. coli with AddAB | E. coli expressing H. pylori AddAB, absorbance growth | inhibition, % at 11.9 µM | 0.29% of 330,000 active; in the data active = inhibition above about 12%;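 also: 0% = vehicle wells of infected cells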
PKA-R2B act = PKA-R2B complex activation | P22694+P31323 | PKA-R2B holoenzyme dissociation, Cy5-IP20 fluorescence polarization; R2B truncated from residue 108, S112A mutant; 0% DMSO only, 100% 113 µM cGMP | activation, % at 11.4 µM | 0.079% of 340,000 active | AID 504700;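 active = activation above a cutoff set at the mean over all compounds plus 3 SD, cut at about 18% in these data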;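 also: higher means more holoenzyme dissociation and a rise in polarization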
Target sequence (P31323 whole entry, looked up, other chains not shown, the tested form may be a part): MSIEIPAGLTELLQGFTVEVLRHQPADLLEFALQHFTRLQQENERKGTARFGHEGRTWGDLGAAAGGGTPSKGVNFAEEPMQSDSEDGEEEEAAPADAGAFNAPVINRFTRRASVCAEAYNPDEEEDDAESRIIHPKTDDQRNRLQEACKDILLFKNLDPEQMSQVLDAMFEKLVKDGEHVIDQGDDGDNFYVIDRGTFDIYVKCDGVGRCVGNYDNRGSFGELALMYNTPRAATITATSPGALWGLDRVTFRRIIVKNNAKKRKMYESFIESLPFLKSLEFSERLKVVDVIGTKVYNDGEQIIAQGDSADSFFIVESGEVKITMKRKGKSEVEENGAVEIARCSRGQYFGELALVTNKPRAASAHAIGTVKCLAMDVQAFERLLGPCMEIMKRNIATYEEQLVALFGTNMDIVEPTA
HTR5A ag ctr = activates human HTR5A in OPRM1-OPRD1 agonist counter-screen. P47898. 0.61% of 340,000 active. AID 504692. activation, % at 9.3 µM. HTR5A agonist assay, luminescence, cell-based; in the data active = activation mostly above about 9.5%, no sharp cut-off; inactive = mostly below about 7.6%;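 also: 0% = cells with vehicle only and 100% = reference agonist; strong numbers were not always called active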
Target sequence (P47898 whole entry, looked up): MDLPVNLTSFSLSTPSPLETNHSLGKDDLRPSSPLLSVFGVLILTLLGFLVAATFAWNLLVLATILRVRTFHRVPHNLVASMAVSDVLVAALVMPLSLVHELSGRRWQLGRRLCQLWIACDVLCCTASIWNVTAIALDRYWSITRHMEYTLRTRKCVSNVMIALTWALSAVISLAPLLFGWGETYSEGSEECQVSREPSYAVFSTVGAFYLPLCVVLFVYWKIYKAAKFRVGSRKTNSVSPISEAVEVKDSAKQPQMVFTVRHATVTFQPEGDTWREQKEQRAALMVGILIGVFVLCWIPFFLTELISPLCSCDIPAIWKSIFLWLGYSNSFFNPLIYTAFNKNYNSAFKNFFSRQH
E coli growth = counter-screen for AddAB inhibitors: E. coli growth inhibition | inhibition, % at 11.9 µM | 0.27% of 330,000 active | E. coli V3065 growth, OD600 absorbance, 18 h;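 active = inhibition above the campaign's mean inhibition across all tested compounds plus 3 SD, cut at about 9.9% in these data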;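 also: uninfected addAB+ strain grown without phage in ampicillin broth; 0% = DMSO wells and 100% = ciprofloxacin 0.95 µg/ml wells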
Tat transport = inhibitors of E. coli Tat protein transport; E. coli MC4100 TorA-mCherry Tat export, fluorescence; inhibition, % at 10 µM; 0.036% of 340,000 active; AID 488895;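 active = mean replicate inhibition at least 50% and at least half of replicates individually reaching 50%; inconclusive = only one of the two criteria met; inactive = neither criterion met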;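 also: exported cargo escapes ClpAP degradation while cytoplasmic cargo is degraded and loses fluorescence; 0% = median of neutral control wells and 100% = median of NaSCN control wells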
Mot1-301 SUMO = inhibitors of SUMOylation pathway: yeast Mot1-301 growth rescue. 1% of 320,000 active. growth rescue, % at 18.8 µM. AID 2716. S. cerevisiae Mot1-301 growth rescue, ATP luminescence, 38.5C; percent above DMSO median, 100 means doubled;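 active = every valid replicate shows activation above 250% relative to neutral control wells; inactive = the rest, any valid replicate at or below 250%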;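 also: OY570 slx delta 5 strain wells were the positive control but not used for scaling; some compounds called inactive have numbers as strong as hits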
PKA-R1A activ = PKA-R1A complex activation | 0.083% of 340,000 active | activation, % at 11.4 µM | PKA-R1A dissociation, Cy5-IP20 fluorescence polarization; scaled: DMSO 0%, 113 µM cGMP 100%;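 active = percent activation above the mean of all tested compounds plus 3 SD, cut at about 19% in these data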;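 also: higher means more PKAc released from R1A so a rise in polarization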
HTR5A inv ctr = inverse agonist of human HTR5A in OPRM1-OPRD1 counter-screen; P47898; HTR5A cell line, luminescence, inverse agonism; inhibition, % at 9.3 µM; 0.083% of 340,000 active; in the data active = inhibition mostly above about 23%, no sharp cut-off; inactive = mostly below about 18%;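 also: 0% = cells with DMSO and 100% = no-cell wells with DMSO; some compounds called inactive have numbers as strong as hits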
* hit, by the source's call; ? = inconclusive; . = no result given; & = joins results of further samples.

SMILES | phage Ecoli inh | DAGLB inh | CDK5 p35 inh | AddAB inh | PKA-R2B act | HTR5A ag ctr | E coli growth | Tat transport | Mot1-301 SUMO | PKA-R1A activ | HTR5A inv ctr
NC(=O)CSc1nc2scc(-c3ccco3)c2c(=O)n1-c1ccccc1 | 3.6 | 3.1 | -0.5 | -1.1 | -1.5 | -1.3 | 1.7 | 7.6 | 195.3 | 6.3 | 3.6
CCOC(=O)C(C(C)=O)C(c1ccc(OCCC(C)C)cc1)C(C(C)=O)C(=O)OCC (stereo not given) | -2.7 | -11.7 | 0.0 | -0.3 | -10.8 | -5.5 | 0.4 | -1.3 | 130.3 | 4.0 | 14.3
O=C(COc1ccc(Br)cc1)OCC(=O)N1CCOCC1 | 0.3 | -0.4 | -10.2 | 2.7 | 0.3 | -0.2 | -1.7 | -4.8 | 0.0 | -5.0 | -2.8
O=C(NCc1ccc2c(c1)OCO2)c1cc(-c2ccccc2Cl)on1 | 3.1 | -16.6 | -0.5 | 0.8 | -9.8 | -0.3 | -0.7 | 6.7 | 47.4 | -11.1 | -14.9
O=C(c1cc2cc(Br)ccc2o1)N1CCN(c2ccccc2)CC1 | 1.7 | -14.6 | 0.3 | 3.5 | -15.9 | 9.6 | 0.3 | -6.4 | 1.3 | -10.7 | -35.2
O=C(Oc1cccc([N+](=O)[O-])c1)C1CCN(C(=O)c2ccc(F)cc2)CC1 | 2.3 | 2.2 | -1.1 | 0.7 | 0.2 | -0.8 | -0.6 | -3.8 | -0.7 | -19.1 | -11.1
CCC(C)c1ccc(NC(=O)c2cccs2)cc1 (stereo not given) | 5.8 | -5.6 | -0.6 | 3.9 | -3.1 | 1.4 | 4.8 | 0.2 | 0.6 | 7.8 | 3.4
COc1ccccc1P(=O)(c1ccccc1)c1ccccc1NC(C)=O (stereo not given) | -1.5 | 1.2 | 0.9 | 7.9 | -3.9 | 3.9 | 1.7 | -4.5 | -2.3 | 4.5 | 3.1
N#CC(=C(O)COC(=O)CCCNC(=O)c1ccc(Cl)cc1)c1nc2ccccc2[nH]1 | 2.9 | 4.3 | -0.2 | . | 3.4 | 0.1 | . | -5.0 | . | 2.6 | -0.5
O=S1(=O)[C@H]2C[C@@H]3C=C[C@@]2(CN1Cc1cccc(Cl)c1)O3 | -2.5 | -1.4 | 0.7 | 2.1 | -6.0 | 12.0 | 1.4 | -13.1 | 9.7 | 2.6 | -32.4
CC(=O)Nc1ccc(Nc2nc(C)cc(C)n2)cc1 | 3.9 | -0.7 | 1.5 | 1.0 | 0.4 | 3.4 | 0.7 | -7.6 | -3.4 | -2.6 | -12.4
COc1ccc(S(=O)(=O)N2CCOCC2)cc1NC(=O)CN1C(=O)NC(C)(C2CC2)C1=O (stereo not given) | -1.8 | 0.3 | -1.9 | 1.0 | -5.5 | -3.1 | 2.6 | -1.0 | -6.7 | 10.3 | -19.5
C=CCn1c(SC)nnc1C1COc2ccccc2O1 (stereo not given) | 5.2 | 1.2 | -0.3 | 2.4 | 2.5 | -7.1 | -1.4 | 1.1 | 10.2 | -3.7 | 19.5
O=C(NC1CCN(C(=S)NCc2ccco2)CC1)c1cccc(F)c1 | 4.7 | -3.5 | 1.7 | 4.1 | 2.3 | -2.0 | -1.4 | -5.7 | -21.3 | -5.0 | 4.8
COc1ccc(NC(=O)CN2C(=O)NC(C)(c3ccccc3)C2=O)cc1Cl (stereo not given) | 1.1 | -0.3 | 3.7 | 2.4 | -1.2 | -1.5 | -1.1 | -1.3 | -12.6 | 3.7 | 3.6
Cn1nnnc1SCC(=O)NCCCc1ccccc1 | 3.2 | 1.0 | -1.4 | 0.1 | 8.4 | -4.0 | -1.7 | 3.2 | -9.0 | 1.5 | -13.3
COCCNC(=O)c1cc2c(=O)n(C)c3ccccc3c2n1C | -0.1 | 0.4 | -0.1 | 6.1 | 6.6 | -4.1 | -1.6 | -6.4 | -0.4 | 2.1 | 10.8
COc1ccc(Cl)cc1C(=O)NCCN(C)C | 1.0 | 0.6 | 1.1 | 0.5 | -2.6 | 0.7 | 1.1 | ? | -4.1 | -9.4 | 23.1
CN(C)S(=O)(=O)c1ccc(N2CCCC2)c(C(=O)NNC(=O)c2ccc(Br)cc2)c1 | 2.8 | 2.2 | 0.9 | 2.0 | -0.2 | 1.9 | 2.4 | -8.4 | 18.3 | -7.4 | 12.8
CCCN(C(=O)CSc1nnc(-c2ccoc2C)n1N)C1CCS(=O)(=O)C1 (stereo not given) | 4.0 | -1.2 | 0.1 | 1.9 | 10.2 | -1.8 | -0.7 | -9.6 | 21.5 | 4.3 | -13.6
C[C@@H](NC(=O)[C@@H]1Cc2ccccc2CN1)C(=O)NC1CCCC1 | -0.8 | 2.4 | 1.3 | 2.9 | -6.4 | -5.0 | -0.3 | 2.0 | -0.7 | -20.9 | 0.8
NS(=O)(=O)c1ccc(CCNc2nc(CN3CCOCC3)nc3sc4c(c23)CCC4)cc1 | 1.7 | -1.1 | -0.4 | 1.2 | 0.7 | 1.4 | -2.2 | 2.5 | 8.0 | 1.0 | -3.6
CS(=O)(=O)c1ccc(C(=O)NNC(=O)c2cc(-c3ccccc3)n[nH]2)cc1 | 3.2 | -0.4 | 0.6 | 0.7 | -5.2 | -1.3 | 1.0 | -7.9 | 10.9 | -9.3 | 4.8
CC(=O)c1cccc(CN2CCCC(CCC(=O)NCc3ccccc3F)C2)c1 (stereo not given) | 0.1 | 1.7 | 1.2 | 0.2 | 10.3 | -0.9 | -4.2 | 5.0 | -8.9 | 0.3 | 18.7
CCOC(=O)c1sc(=NC(=O)c2c(F)cccc2F)n(C)c1C | -3.0 | -4.8 | -0.3 | 1.4 | -7.2 | -0.2 | -0.2 | -16.9 | -14.8 | 5.1 | -21.7
Cc1cc(N(C)Cc2ccccc2)nc2cc(O)ccc12 | 1.5 | 0.4 | 1.9 | 2.7 | 9.3 | 0.9 | -0.3 | -1.1 | 10.4 | 5.5 | -3.2
CN1CCN(C(=O)C2=C[C@H](c3coc4ccccc4c3=O)C[C@H](OCCCCO)O2)CC1 | 0.9 | -2.4 | 2.1 | 2.1 | 2.5 | 3.0 | -1.1 | 1.2 | 1.6 | 3.0 | -19.6
Brc1cc2c(cc1CSc1ncccn1)OCO2 | 2.2 | -8.6 | -0.5 | 0.8 | 4.9 | 7.3 | 0.2 | -8.2 | -20.7 | -8.2 | -20.7
Cn1cc(C(=O)Nc2ccc(F)c(Cl)c2)cn1 | 2.4 | 0.2 | 1.4 | 3.8 | -5.3 | -1.3 | 0.5 | 1.3 | 0.2 | 2.2 | 12.9
Nc1nc(Nc2ccc(Cl)cc2Cl)nc(C(F)(F)F)n1 | 1.4 | -4.3 | 0.8 | 2.9 | 0.2 | -0.3 | -0.4 | 1.2 | 10.3 | -6.3 | 17.7
CCCN(C(=O)c1cn(CC)c2nc(C)ccc2c1=O)c1c(N)n(Cc2ccccc2)c(=O)[nH]c1=O | 2.4 | 2.7 | -3.9 | 3.5 | 13.9 | 0.2 | 1.5 | 4.1 | 40.2 | 4.2 | -0.5
CC(NCc1cccs1)C(=O)Nc1cc(Cl)cc(Cl)c1 (stereo not given) | 0.0 | -5.4 | -2.9 | 3.1 | 3.5 | 4.2 | 1.6 | -2.1 | 14.4 | -3.0 | -12.6
COc1ccc(-c2c(C)nn(-c3ccccc3)c2N)cc1OC | 0.8 | 3.1 | -0.4 | 1.2 | -9.1 | -1.3 | 2.9 | 4.7 | 212.1 | -2.7 | -3.5
CCCC(=O)Nc1nn(CC(C)C)c2nc3cc(C)ccc3cc12 | 2.1 | 1.1 | 1.2 | 2.2 | -4.2 | 0.7 | -1.2 | 10.0 | 10.4 | 1.5 | -2.5
Cc1cc(NC(=O)CSc2[nH]c(=O)cc(C(F)(F)F)c2C#N)no1 | 3.4 | 0.7 | 0.0 | -0.7 | -3.3 | 3.6 | 0.3 | -8.1 | 11.2 | -4.3 | -10.8
COCCNC(=O)C(c1ccc(C)o1)N(C(=O)c1snc(C(N)=O)c1N)c1cccc(C)c1 (stereo not given) | 3.2 | -0.2 | 2.5 | -1.8 | -6.7 | 3.2 | -2.3 | 3.0 | -6.7 | -2.4 | -8.3
CN1CCN(S(=O)(=O)c2cccc(C(=O)N3CCN(c4ccccc4F)CC3)c2)CC1 | -1.2 | -2.9 | -2.5 | -3.2 | 0.1 | -3.0 | -0.7 | 0.0 | 0.8 | 6.0 | 7.5
c1csc(Cn2nnnc2CN2CCN(c3nc4ccccc4s3)CC2)c1 | -0.2 | 3.1 | -0.6 | 0.3 | -1.9 | -1.3 | 0.6 | -2.3 | . | -12.9 | -13.4
Cc1onc(-c2ccccc2)c1C(=O)N1CCCSC1=Nc1ccccc1 | 2.7&2.7 | -2.3&-2.4 | -1.0&-0.5 | 0.2 | 0.6&-4.4 | 2.2&3.0 | -0.8 | -0.3&5.1 | 6.8 | -4.3&5.7 | -9.1&-18.5
CC(=O)c1cccc(NC(=O)CNC(=O)Cc2cccc3ccccc23)c1 | 3.8 | -3.1 | 2.5 | -0.1 | -7.5 | 2.7 | 2.4 | 0.9 | -4.6 | -17.4 | -10.4
Cc1cccc(C)c1OCc1cc(C(=O)N2CCN(c3ccc(F)cc3)CC2)no1 | 6.3 | -6.9 | -1.5 | 2.1 | 0.2 | 5.3 | -0.2 | 3.8 | . | -7.0 | -21.4
NC(=O)c1sc2nc3c(c(-c4ccco4)c2c1N)CCCC3 | -0.1 | 3.5 | 6.3 | 0.5 | -0.1 | 5.2 | 0.4 | -6.0 | 68.9 | 3.1 | -13.3
COc1ccccc1[C@H]1C(c2cccc(C)c2)=NN(c2ccccc2)[C@@H]1CO | 4.1 | -0.8 | 4.9 | 3.5 | 3.2 | 1.8 | 2.9 | -4.4 | . | -7.3 | -6.8
C=CCn1c(CSc2nc3ccccc3s2)nnc1SCC(=O)NCCN1CCOCC1 | 3.1 | -1.8 | -2.1 | 1.6 | 1.5 | 5.0 | -0.6 | -3.1 | -2.2 | 4.1 | -37.4
CN(Cc1ccccc1)c1ncnc2ccc(Br)cc12 | . | -8.5 | 2.3 | 2.5 | -3.7 | 3.7 | -0.7 | -2.8 | -14.1 | 4.1 | 10.4
Fc1ccc(Cn2nnc3ccccc32)cc1 | . | -2.9 | -0.3 | 0.2 | -1.0 | -0.9 | 0.3 | 2.4 | 10.2 | -10.2 | 3.1
CN(C(=O)CSC1=NCCS1)c1ccccc1 | -0.3 | 1.8 | -0.9 | -1.4 | 11.2 | -0.2 | -0.5 | -1.1 | 18.4 | -1.7 | -30.2
CCc1c(C)nc2c(-c3ccccc3OC)c(C)[nH]n2c1=O | -2.1 | -0.9 | 0.0 | -1.8 | -3.0 | 1.2 | 0.4 | 7.4 | -6.3 | -0.6 | -17.3
CC(=O)NCc1ccc(-c2csc(N)n2)s1 | 2.2 | 2.1 | 0.0 | 2.6 | 3.8 | 0.3 | -0.6 | 10.2 | -8.7 | -6.6 | -12.0
